Compound activity as filed in PubChem.
HTR5A inv ctr: HTR5A inverse agonists in luminescence cell assay, primary screen, counter-screen for OPRM1-OPRD1 heterodimer inverse agonist project, full-deck HTS; AID 504634, 2011; 5-hydroxytryptamine receptor 5A (Homo sapiens), P47898; inhibition, % at 9.3 µM; 340,000 compounds, 0.083% hits; HTR5A cell line, inverse agonism; in the data active = inhibition mostly above about 23%, no sharp cut-off; inactive = mostly below about 18%;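 note: 0% = cells with DMSO and 100% = no-cell wells with DMSO; some compounds called inactive have numbers as strong as hits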
DAGLB inhibitor: DAGLB lipase inhibitors, primary screen, biochemical, fluorescence, HTS. 340,000 compounds, 0.059% hits. inhibition, % at 5.17 µM. Diacylglycerol lipase-beta (Homo sapiens), Q8NCG7. HEK293T DAGLB membrane lysate, EnzChek fluorogenic substrate. AID 504411, 2011; in the data active = inhibition above about 34%;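 note: 0% = enzyme with vehicle and 100% = wells lacking enzyme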
Target sequence (Q8NCG7 whole entry, looked up): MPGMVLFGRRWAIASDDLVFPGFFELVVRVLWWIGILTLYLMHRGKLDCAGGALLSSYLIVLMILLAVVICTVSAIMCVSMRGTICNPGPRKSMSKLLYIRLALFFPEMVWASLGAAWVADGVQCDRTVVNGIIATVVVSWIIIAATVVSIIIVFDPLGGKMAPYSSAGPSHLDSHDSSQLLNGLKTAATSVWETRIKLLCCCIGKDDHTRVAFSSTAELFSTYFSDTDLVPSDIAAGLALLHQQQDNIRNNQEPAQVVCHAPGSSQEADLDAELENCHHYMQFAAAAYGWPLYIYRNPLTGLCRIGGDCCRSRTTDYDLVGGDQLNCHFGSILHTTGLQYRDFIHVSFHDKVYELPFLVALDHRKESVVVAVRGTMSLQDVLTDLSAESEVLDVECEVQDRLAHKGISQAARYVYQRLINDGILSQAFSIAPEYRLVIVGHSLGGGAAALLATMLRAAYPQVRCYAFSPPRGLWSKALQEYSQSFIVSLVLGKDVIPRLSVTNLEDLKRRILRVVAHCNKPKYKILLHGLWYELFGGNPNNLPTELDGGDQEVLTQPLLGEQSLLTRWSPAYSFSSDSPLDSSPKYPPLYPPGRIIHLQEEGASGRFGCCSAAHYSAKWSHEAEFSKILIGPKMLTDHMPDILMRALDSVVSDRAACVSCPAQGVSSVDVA
PKA-R1A activ: activators of PKA-R1A holoenzyme, primary screen, biochemical, fluorescence polarization, Cy5-IP20, bovine R1A, mouse PKAc; PKA-R1A dissociation; scaled: DMSO 0%, 113 µM cGMP 100%; activation, % at 11.4 µM; 340,000 compounds, 0.083% hits;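 active = percent activation above the mean of all tested compounds plus 3 SD, cut at about 19% in these data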;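 note: higher means more PKAc released from R1A so a rise in polarization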
MOR-DOR inv ag: inverse agonists of MOR-DOR heterodimerization, primary screen, cell-based, luminescence | Mu-type opioid receptor (Homo sapiens) + Delta-type opioid receptor (Homo sapiens), … | cell-based MOR-DOR heterodimer luminescence, inverse agonism | inhibition, % at 9.3 µM | 340,000 compounds, 0.21% hits; in the data active = inhibition above about 22%, passing the limit was not always enough;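 note: 0% = cells with DMSO and 100% = wells without cells with DMSO; values of inactives mirror those of a sister screen read the other way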
MOR-DOR ag: agonists of OPRM1-OPRD1 heterodimerization, primary screen, cell-based, luminescence | cells | 340,000 compounds, 0.3% hits | activation, % at 9.3 µM | AID 504326, 2011 | Mu-type opioid receptor (Homo sapiens) + Delta-type opioid receptor (Homo sapiens), …; in the data active = activation above about 18%;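 note: 0% = vehicle-treated cells and 100% = reference agonist; values of inactives mirror those of a sister screen read the other way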
V-ATPase pH: regulators of yeast V-ATPase proton pumping, primary screen, pHLuorin cytosolic pH fluorescence; S. cerevisiae; response, % at 10 µM; 350,000 compounds, 0.37% hits; AID 504577, 2011; in the data active = response mostly above about 7.3%, no sharp cut-off; inactive = mostly below about 5.4%; note: actives read high; inactives centre near 0; some compounds called inactive have numbers as strong as hits; reference of the scale not given here
PKA-R2B act: activators of PKA-R2B holoenzyme, primary screen, biochemical, fluorescence polarization, Cy5-IP20, human; PKA-R2B holoenzyme dissociation; R2B truncated from residue 108, S112A mutant; 0% DMSO only, 100% 113 µM cGMP; 340,000 compounds, 0.079% hits; cAMP-dependent protein kinase catalytic subunit beta (Homo sapiens) + cAMP-dependent …; activation, % at 11.4 µM;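 active = activation above a cutoff set at the mean over all compounds plus 3 SD, cut at about 18% in these data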;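 note: higher means more holoenzyme dissociation and a rise in polarization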
Target sequence (P31323 whole entry, looked up, other chains not shown, the tested form may be a part): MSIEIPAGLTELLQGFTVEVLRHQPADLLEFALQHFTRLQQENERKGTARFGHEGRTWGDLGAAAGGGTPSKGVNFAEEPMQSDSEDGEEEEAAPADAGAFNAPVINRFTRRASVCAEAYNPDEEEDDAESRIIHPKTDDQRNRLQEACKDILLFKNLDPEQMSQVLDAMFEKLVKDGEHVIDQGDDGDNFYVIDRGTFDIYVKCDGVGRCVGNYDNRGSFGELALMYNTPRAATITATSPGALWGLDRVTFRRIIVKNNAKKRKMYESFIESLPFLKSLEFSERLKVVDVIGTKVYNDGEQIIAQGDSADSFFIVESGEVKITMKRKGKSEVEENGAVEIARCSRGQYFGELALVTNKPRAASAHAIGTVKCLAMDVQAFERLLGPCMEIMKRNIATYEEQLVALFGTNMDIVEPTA
HTR5A ag: HTR5A agonists in luminescence cell assay, primary screen, counter-screen for OPRM1-OPRD1 heterodimer agonist project, full-deck HTS | 5-hydroxytryptamine receptor 5A (Homo sapiens), P47898 | cell-based | activation, % at 9.3 µM | 340,000 compounds, 0.61% hits | AID 504692, 2011; in the data active = activation mostly above about 9.5%, no sharp cut-off; inactive = mostly below about 7.6%;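 note: 0% = cells with vehicle only and 100% = reference agonist; strong numbers were not always called active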
Arrestin-AP2 inh: inhibitors of beta-arrestin/AP2 binding, primary screen, biochemical, GPCR trafficking, flow cytometry. beta-arrestin 1 C-terminal peptide binding to AP2 beta2-adaptin appendage (human). FITC-arrestin peptide / GST-AP2 beads; AP2 beta2 appendage carries R879A mutation. inhibition, % at 10 µM. 340,000 compounds, 0.31% hits. AID 504490, 2011;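 active = inhibition above a set limit, near 3 SD of compounds lacking own fluorescence, cut at about 54% in these data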;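 note: plate controls were DMSO wells for no effect and 5 µM unlabelled arrestin peptide for full effect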
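System: GST-AP2 R879A glutathione beads. Medium: PBS with 0.05% Tween 20 and 0.1% BSA. Also added: FITC-arrestin peptide, 50 nM. Incubation: 12 min plus 1 h, RT. Measured by: high-throughput flow cytometry of beads, ex 488, em 535 nm. Evaluation: percent drop in bead-associated FITC signal.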
Pemphigus Ab inh: inhibitors of pemphigus antibody binding to DSG3, primary screen, biochemical, bead-based, flow cytometry, scFv-GFP; DSG3-coupled beads, scFv-anti-DSG3-GFP binding; hits give low values; AID 588358, 2011; 310,000 compounds, 0.48% hits; binding (percent of control), % at 10 µM;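 active = binding more than 3 SD below its plate's average and above zero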;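 note: hits lower antibody fragment binding to DSG3; some compounds called inactive have numbers as strong as hits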
* = called active by the depositor; nt = no result given.

SMILES	HTR5A inv ctr	DAGLB inhibitor	PKA-R1A activ	MOR-DOR inv ag	MOR-DOR ag	V-ATPase pH	PKA-R2B act	HTR5A ag	Arrestin-AP2 inh	Pemphigus Ab inh
Cc1ccc(Cn2ccc(NC(=O)c3cc(C4CC4)on3)n2)cc1	12	-4	-12	6	-1.2	1	-2	7	2	98
O=C(/C=C/c1cccc(F)c1)N1CCN(c2ncccn2)CC1	-14	-2	1	16	-2.9	-1	-7	3	26	98
CCn1nc(C)c(CN2CCC(n3nccc3NC(=O)c3ccc4c(c3)OCO4)CC2)c1C	18	3	2	1	-0.3	-3	4	0	11	100
Cc1cc(-c2ccccc2)nc(Oc2cccc(C(F)(F)F)c2)c1S(C)(=O)=O	-6	-9	-5	-7	1.6	2	-20	7	6	nt
CC(C)(C)n1nc2c(c1NC(=O)Cc1ccc(Cl)cc1)CS(=O)(=O)C2	6	0	5	18	-3.3	1	-4	4	1	nt
Cc1nn(-c2ccccc2)nc1C(=O)NNC(=O)c1cccc2ccccc12	0	-1	-4	18	-3.4	-6	-10	5	-11	113
O=C(NC1CC1)c1ccc(N2CCCCC2)c([N+](=O)[O-])c1	-55	5	2	6	-0.9	2	-2	0	5	105
COc1cccc(C(O)Cc2nc3ccccc3n2C)c1OC (stereo not drawn)	16	-3	-3	5	-0.8	1	-6	3	21	104
C#Cc1ccc([C@@H]2C=C(C(=O)OCC=C)O[C@H](OCC)[C@H]2CCCO)cc1	-18	-4	-8	-24	4.4	3	8	7	3	103
Cc1noc(C)c1COc1ccc(C(=O)NNC(=O)c2ccccc2)cc1	-16	1	-7	15	-3.0	-2	-13	2	-6	100
CC1CCCCN1S(=O)(=O)c1ccc(C(=O)Nc2sccc2C(N)=O)cc1 (stereo not drawn)	-12	1	4	-5	0.9	-2	-5	5	1	102
CC(=O)NC(Cc1cccc(F)c1)C(=O)NC1CCN(C(=O)c2cccc(C)c2)CC1 (stereo not drawn)	7	-3	3	2	-0.3	3	-3	-1	24	101
CCOC(=O)c1[nH]c2ccc(F)cc2c1NC(=O)C1=COCCO1	-5	-5	7	19	-4.6	-3	1	0	0	nt
COC(=O)c1[nH]c2cccc(OC)c2c1NC(=O)CN1CC2(C)CC1CC(C)(C)C2 (stereo not drawn)	3	-1	3	2	-0.3	-2	-4	6	0	107
COc1ccc(OCC2CNC(=O)O2)cc1 (stereo not drawn)	4	1	16	2	-0.3	1	7	2	-6	102

Single values from the list:
For HTR5A inv ctr, `COC(=O)c1[nH]c2cccc(OC)c2c1NC(=O)CN1CC2(C)CC1CC(C)(C)C2` (stereo not drawn) has 3
For Pemphigus Ab inh, `COc1ccc(OCC2CNC(=O)O2)cc1` (stereo not drawn) has 102
For Arrestin-AP2 inh, `CC(=O)NC(Cc1cccc(F)c1)C(=O)NC1CCN(C(=O)c2cccc(C)c2)CC1` (stereo not drawn) has 24

More results follow:
SMILES	HTR5A inv ctr	DAGLB inhibitor	PKA-R1A activ	MOR-DOR inv ag	MOR-DOR ag	V-ATPase pH	PKA-R2B act	HTR5A ag	Arrestin-AP2 inh	Pemphigus Ab inh
CCN(CC)CCCN(Cc1cc2cc3c(cc2[nH]c1=O)OCO3)C(=S)NCc1ccco1	13	0	3	3	-0.6	-1	3	7	-15	108
CCOc1ccc(-c2nc(CSCC(=O)N3CCN(C(=O)c4ccco4)CC3)c(C)o2)cc1	2	1	-6	-1	0.1	-4	4	-1	9	111
COc1ccc(C(=O)c2cn[nH]c2-c2cc(C)ccc2O)cc1	10	-2	-3	20	-4.4	-2	-12	-3	18	104
Cc1cc2nc3c(=O)n(C4CCCCC4)c(=O)[nH]c3nc2cc1N	-6	-77	2	-17	2.4	-3	0	2	15	100
CC1(C)C/C(=N\NC(=S)Nc2ccccc2F)c2cc(O)ccc2O1	5	4	-6	7	-1.3	-3	-4	-2	2	97
Cc1csc2nc(CN3CCN(CC(=O)N(C)C)CC3)cc(=O)n12	-12	-1	6	6	-1.1	-3	0	-1	-7	102
CC1(C)CC(=O)C(CC(=O)Nc2ccc(S(N)(=O)=O)cc2)=C(O)C1	1	-3	-5	2	-0.4	-1	7	0	3	97
CCCCn1c(N)c(NCc2ccccc2)c(=O)[nH]c1=O	8	0	-3	3	-0.5	-3	-2	-3	-11	106
CC(=O)c1ccccc1NC(=O)COC(=O)C1=NN(c2ccccc2)C(=O)CC1	-21	2	-4	4	-0.6	-2	-1	2	2	nt
COc1ccccc1CNC(=O)C1CCC1	1	2	-15	20	-3.4	-2	5	0	-9	94
CNC(=O)COC(=O)c1cccnc1SC	-15	-1	9	1	-0.3	14	0	2	33	nt
Cc1ccc(NC(=O)NCC2CCN(Cc3cc(C)ccc3Cl)CC2)c(C)c1	1	0	-9	18	-3.6	-3	-5	0	8	103
CN(C)C(CNC(=O)CCOc1ccccc1)c1ccco1 (stereo not drawn)	4	-1	6	-141	26*	-1	7	6	13	105
Cc1cc(C=O)c(C)n1-c1cc(C(F)(F)F)ccc1N1CCOCC1	18	2	4	6	-1.0	2	-2	-1	6	106
O=C(NCc1ccccc1Cl)C1CCN(c2ncnc3c2nc2n3CCCCC2)CC1	0	-3	-9	15	-3.0	-3	-10	-5	2	99
COc1cccc(-c2cc(C(=O)NCCCN3CCOCC3)no2)c1	-24	-3	16	1	-0.1	5	2	2	-1	102
Cc1cccc([C@@H]2[C@@H]3C(=O)N(Cc4ccccc4)C(=O)[C@@H]3[C@]3(Cc4ccc(Cl)cc4)C(=O)N(c4ccc(Br)cc4)C(=O)N23)c1	29	-7	-8	-14	2.4	1	1	2	1	101
CCCNC(=O)COC(=O)/C(C#N)=C/c1cc(C)n(CCC)c1C	14	0	0	6	-1.2	1	12	-6	20	105
CN(C(=O)c1ccc(F)cc1)c1ccccc1C(=O)NCc1ccccc1	-13	0	-8	10	-2.0	-2	-1	5	-6	103
COc1ccc(CNC(=O)CN2C(=O)COc3ccc(S(=O)(=O)NC4CCCC4)cc32)cc1	-36	0	-8	13	-2.4	-6	-1	1	7	119
O=C(Nc1cccc(Cl)c1)Nc1nccs1	2	-3	5	-16	3.3	-4	6	-1	-8	100
CC(C)(C)OC(=O)N1CCC(C(=O)Nc2ccc(C(=O)N3CCCCC3)cc2)CC1	-16	-1	-8	10	-2.2	-1	-2	4	-2	110
CC(C)C[C@H]1CNC(=S)N1CC1CCN(CC2CCCC2)CC1	-6	-2	-1	6	-1.3	3	-6	2	-7	108
Nc1nc(OCc2ccccc2)c2[nH]cnc2n1	6	3	0	4	-0.7	2	-3	12	-4	99
Cc1ccc(NC(=O)C[n+]2ccccc2)cc1C	-4	-4	-4	15	-3.0	-3	-9	1	24	104
COC(=O)/C(C#N)=C/N(C)C	7	-2	-11	15	-3.0	2	4	3	32	nt
COc1cc2ccccc2cc1C(=O)Nc1ccc(CN2CCOCC2)cc1	4	-1	5	14	-2.5	-2	-7	-2	30	93
O/N=C(\CN1CCCCC1)c1ccccc1	-17	0	-11	9	-2.0	1	4	5	2	108
Cc1ccc(S(=O)(=O)N2CCN(C(=O)COC(=O)COc3cccc4c3OC(C)(C)C4)CC2)cc1	18	-1	-11	8	-1.6	-6	-7	2	-2	104
O=C1C=C(c2cccc3c2oc2ccccc23)C[C@@H](c2ccc(F)cc2)C1	1	-14	8	-2	0.4	17	7	0	-2	104
CC(=O)N(C)c1ccc(NC(=O)c2ccc([N+](=O)[O-])cc2Cl)cc1	-36	3	-6	-8	1.7	0	9	-1	69*	97
O=C(Nc1cccn2ncnc12)C(Cl)Cl	15	-10	-3	4	-0.7	3	-5	-6	4	99
N#Cc1cccc(NC(=O)CSc2sc3c(O)cc(=O)[nH]c3c2C#N)c1	1	3	2	14	-2.3	-1	-18	-2	7	nt
Cc1cc(/C=C2/C(=N)N3C(c4ccccc4)=CSC3=NC2=O)c(C)n1-c1ccccc1	10	-4	-4	12	-2.2	1	1	-1	-36	128
COCOc1cc(O)c2c(=O)c(OCOC)c(-c3ccc(OCOC)c(OCOC)c3)oc2c1	-2	-11	-9	12	-2.1	3	3	-4	23	99
CC(C)(C)c1ccccc1OCC(=O)Nc1ccccc1C(=O)NCc1cccnc1	-15	-2	-3	13	-2.4	0	-8	6	33	99
CCOc1ccccc1C(=O)NCCCN1CCN(CCCNC(=O)c2ccccc2OCC)CC1	-1	-1	-16	22	-5.0	0	-16	1	10	109
CC(C(=O)NC(=O)NCc1ccccc1)N1C(=O)c2ccccc2C1=O (stereo not drawn)	-6	-3	-11	5	-1.1	-1	-4	2	23	nt
c1ccc2[nH]c(CCCc3nc4ccccc4[nH]3)nc2c1	16	-1	-5	10	-1.9	3	1	-4	2	124
C/C(=N\Nc1ccc([N+](=O)[O-])cc1)c1ccc(C#N)cc1	3	3	-3	-6	1.2	-7	-4	-1	26	105
Cc1ccc(-c2[nH]nc3c2C(C)C(C#N)=C(N)O3)cc1 (stereo not drawn)	-22	-1	-4	13	-2.8	0	5	-2	37	96
Cc1ccc(/C=C(\C#N)C(=O)Nc2cccc(C)n2)cc1	-1	1	-2	14	-2.3	-2	-17	0	2	100
O=C(OCn1nnc2ccccc2c1=O)c1ccc(O)cc1	-5	-2	-5	-1	0.1	3	2	2	29	102
Cc1ccc(S(=O)(=O)NCC2CCC(C(=O)NCc3ccccn3)CC2)cc1 (stereo not drawn)	1	-2	-8	10	-2.2	1	-4	0	-8	97
Cn1c(/C(C#N)=C(\O)CN2CCN(Cc3ccccc3)CC2)nc2ccccc21	4	-4	-5	-6	1.0	4	4	-2	-2	108
NS(=O)(=O)c1ccc(CCNc2nc(CN3CCCCC3)nc3sc4c(c23)CCC4)cc1	5	1	4	5	-0.9	4	1	-1	-15	106
COC(=O)c1ccc(CSc2nnnn2C)o1	-8	2	2	12	-2.2	3	-10	11	-8	99
CCCCSc1nc(SCC(=O)NCc2ccco2)c2c3c(sc2n1)COC(C)(CC)C3 (stereo not drawn)	-8	-13	-13	14	-2.8	0	-11	3	5	98
O=C(Nc1ccccc1N1CCCC1)C1CC(=O)N(Cc2ccccc2)C1 (stereo not drawn)	14	1	11	17	-2.6	2	8	-5	1	105
